Bioassay records (PubChem)
M1 ag = agonists of human M1 muscarinic receptor; activation, % at 3 µM; P11229; 0.33% of 360,000 active; CHO-K1 hM1, Fluo-8 calcium fluorescence, agonist mode; 0% DMSO, 100% acetylcholine EC100;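 active means activation above the run's mean compound activation plus 3 SD, cut at about 16% in these data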;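 further: peak over basal fluorescence ratio within a 140 s kinetic read after compound addition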
Target sequence (P11229 whole entry, looked up): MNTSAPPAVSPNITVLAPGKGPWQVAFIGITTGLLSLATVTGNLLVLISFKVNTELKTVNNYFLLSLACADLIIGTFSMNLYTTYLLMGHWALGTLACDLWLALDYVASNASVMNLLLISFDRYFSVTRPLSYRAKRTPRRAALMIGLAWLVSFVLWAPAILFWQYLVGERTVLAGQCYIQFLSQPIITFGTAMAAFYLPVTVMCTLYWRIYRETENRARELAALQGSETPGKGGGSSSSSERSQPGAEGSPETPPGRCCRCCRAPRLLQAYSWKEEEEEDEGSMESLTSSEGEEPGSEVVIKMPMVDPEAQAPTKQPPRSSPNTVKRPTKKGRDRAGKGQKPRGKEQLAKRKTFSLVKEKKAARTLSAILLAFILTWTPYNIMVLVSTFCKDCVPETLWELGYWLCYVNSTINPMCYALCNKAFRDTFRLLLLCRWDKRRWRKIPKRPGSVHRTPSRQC
TAAR1 antagonist = antagonists of human TAAR1 | CHO RD-HGA16 TAAR1, Fluo-8 calcium fluorescence, antagonist | inhibition, % at 3 µM | Q96RJ0 | 1.5% of 360,000 active;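 active means inhibition above a per-plate cutoff, the mean inhibition of test compounds on that plate plus 3 SD, cut at about 49% in these data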;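 further: 0% = DMSO plus EC80 beta-PEA response and 100% = DMSO alone without agonist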
Target sequence (Q96RJ0 whole entry, looked up): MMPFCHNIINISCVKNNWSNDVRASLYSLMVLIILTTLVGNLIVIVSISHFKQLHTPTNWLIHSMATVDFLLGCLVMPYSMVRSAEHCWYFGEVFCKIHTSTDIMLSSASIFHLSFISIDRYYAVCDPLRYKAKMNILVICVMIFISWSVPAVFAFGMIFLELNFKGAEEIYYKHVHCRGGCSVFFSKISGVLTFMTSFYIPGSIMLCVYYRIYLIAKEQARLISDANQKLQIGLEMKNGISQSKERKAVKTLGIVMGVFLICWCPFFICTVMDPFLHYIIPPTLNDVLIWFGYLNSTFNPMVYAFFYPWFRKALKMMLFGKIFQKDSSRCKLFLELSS
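Test system – hTAAR1-expressing CHO RD-HGA16 cells, Gα16-coupled · Reagent – β-PEA at EC80 concentration, post-compound challenge · Compound dosing – 3 µM, single point · Timing – 140 s kinetic read after compound, 140 s after agonist · Detection – Fluo-8 intracellular calcium dye fluorescence, real-time kinetic reads · Control set – DMSO and EC80 PEA controls · Repeats – n of 1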
OXTR agonist = agonists of human oxytocin receptor; P30559; CHO-OTR cells, Fluo-8 calcium fluorescence; normalized: DMSO 0%, oxytocin 100%; activation, % at 3 µM; 0.32% of 320,000 active; AID 2435;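 active means activation above the mean of all tested compounds plus 3 SD, cutoff set per screening run, cut at about 20% in these data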;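 further: peak over basal fluorescence ratio from a 100 s FLIPR kinetic read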
TAAR1 agonist = agonists of human TAAR1. Q96RJ0. 0.99% of 360,000 active. activation, % at 3 µM. CHO RD-HGA16 TAAR1, Fluo-8 calcium fluorescence; vehicle wells 0%, saturating PEA agonist 100%;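 active means activation above the mean activation of all test compounds in the run plus 3 SD, cut at about 38% in these data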
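Test system: RD-HGA16 (CHO) cells co-expressing Gα16 and hTAAR1; dosing: one-point dosing at 3 µM (nominal); timing: 17-24 h seeding, 75 min 37 °C dye, 30 min RT; signal: kinetic Fluo-8 calcium fluorescence; read-out basis: % activation relative to PEA EC100 response; controls: DMSO and PEA EC100; replicates: n 1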
CHO parental Ca = counter-screen for OX1R antagonists: effect in parental CHO cells; inhibition, % at 5.6 µM; 0.63% of 330,000 active; parental CHO-K1, ATP-induced calcium, Fluo-8 fluorescence;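 active means inhibition above that plate's mean sample inhibition plus 3 SD, cut at about 26% in these data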;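 further: 0% = ATP-challenged DMSO wells and 100% = DMSO wells without ATP; some compounds past the cut are filed as inactive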
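Assay system: untransfected parental CHO cell line. Also added: ATP agonist challenge. Dosing: one dose, 5.6 µM nominal. Measured by: Fluo-8 fluorescence. Read-out: % inhibition. Benchmarks: ATP wells versus no-ATP DMSO wells. Repeats: no replicates.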
V1aR counter = counter-screen for oxytocin receptor agonists: human V1a receptor agonists. 0.25% of 320,000 active. activation, % at 3 µM. CHO-V1R cells, Fluo-8 calcium fluorescence, agonist mode; 0% DMSO, 100% 3 nM vasopressin;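 active means activation above the mean activation of all tested compounds plus 3 SD, per screening run, cut at about 20% in these data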;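 further: signal is peak over basal fluorescence ratio across a 100 second FLIPR read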
OXTR potentiate = potentiates the human oxytocin receptor response. CHO-OTR cells, Fluo-8 calcium fluorescence, potentiator mode; 0% = oxytocin EC15, 100% = EC100. P30559. AID 2445. activation, % at 3 µM. 0.061% of 320,000 active;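 active means activation above that plate's cutoff, the mean activation of tested compounds plus 3 SD, cut at about 6.6% in these data, passing the limit was not always enough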;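 further: 100% uses oxytocin at 75 nM as the full agonist control; some results filed as inactive read as strong as hits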
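Replication – single well per compound, singlicate · Assay system – CHO cell line stably expressing human OTR · Timing – 6 min pre-incubation, 100 s read · Measure – normalized max/min fluorescence ratio, % activation · Doses – 3.0 µM, one dose · Detection – Fluo-8 calcium dye fluorescence · Probe or stimulus – oxytocin near EC15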
CHRM1 antagonist = antagonists of human M1 muscarinic receptor. P11229. CHO-K1 hM1, Fluo-8 calcium fluorescence, ACh EC80 antagonist. inhibition, % at 3 µM. 1.3% of 360,000 active. AID 588852;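 active means percent inhibition above its own plate's cutoff, namely the mean of that plate's compound wells plus 3 SD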;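 further: peak over basal fluorescence ratio during 140 s after agonist addition; 0% = ACh EC80 plus DMSO and 100% = DMSO alone without agonist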
M1 PAM = human CHRM1 positive allosteric modulation; CHO-K1 hM1, Fluo-8 calcium fluorescence, ACh EC20; 0% = ACh EC20, 100% = maximal ACh; activation, % at 3 µM; 0.088% of 360,000 active; in the data active means activation above about 19%, passing the limit was not always enough
* marks the source's active call; other numbers are inactive results.

How did COc1ccc(-c2cc(C(=O)NN)[nH]n2)cc1 do in these assays?
M1 ag: -2; TAAR1 antagonist: -2; OXTR agonist: -0.2; TAAR1 agonist: 1; CHO parental Ca: -14; V1aR counter: 1.2; OXTR potentiate: -7; CHRM1 antagonist: -13; M1 PAM: 14

What do the screens show for `C/C(=C\C(=O)c1ccc(Br)cc1)NCc1ccc2c(c1)OCO2`?
M1 ag: -2; TAAR1 antagonist: 24; OXTR agonist: -0.7; TAAR1 agonist: 4; CHO parental Ca: -21; V1aR counter: 1.3; OXTR potentiate: -23; CHRM1 antagonist: -2; M1 PAM: 0

Results for CCN(c1ccccc1)S(=O)(=O)c1ccc(C(=O)NNC(=O)c2ccccc2F)cc1 ?
M1 ag: 1; TAAR1 antagonist: -6; OXTR agonist: 0.8; TAAR1 agonist: 3; CHO parental Ca: -5; V1aR counter: 1.3; OXTR potentiate: -5; CHRM1 antagonist: -11; M1 PAM: 7

What do the screens show for `COc1ccc(C(=O)c2c(-c3ccc(OC)cc3)oc3ccc(-c4cc(OC)c(OC)c(OC)c4)cc23)cc1`?
M1 ag: -3; TAAR1 antagonist: 1; OXTR agonist: 0.6; TAAR1 agonist: 1; CHO parental Ca: -18; V1aR counter: 0.3; OXTR potentiate: -2; CHRM1 antagonist: 13; M1 PAM: -4

What do the screens show for `COc1ccc(CCC2CCNCC2)cc1`?
M1 ag: -7; TAAR1 antagonist: -3; OXTR agonist: 1.5; TAAR1 agonist: 28; CHO parental Ca: -11; V1aR counter: 0.6; OXTR potentiate: -2; CHRM1 antagonist: -3; M1 PAM: -7

What do the screens show for `CN1c2ccc([N+](=O)[O-])cc2C(C)(C)C12C=Cc1cc(C(=O)O)ccc1O2` (stereo not drawn)?
M1 ag: -6; TAAR1 antagonist: -17; OXTR agonist: 1.8; TAAR1 agonist: 6; CHO parental Ca: -7; V1aR counter: 2.5; OXTR potentiate: -1; CHRM1 antagonist: -16; M1 PAM: 14

What do the screens show for `Cc1nn(Cc2cccc(C(=O)Nc3ccn(Cc4ccccc4)n3)c2)c(C)c1[N+](=O)[O-]`?
M1 ag: -4; OXTR agonist: 2.2; CHO parental Ca: 2; V1aR counter: 5.9; OXTR potentiate: -7; CHRM1 antagonist: -9; M1 PAM: 6

What do the screens show for `Cc1cc(C)c(NC(=O)COc2ccccc2C(=O)Nc2ccc3c(c2)oc2ccccc23)c(C)c1`?
M1 ag: -2; TAAR1 antagonist: 5; OXTR agonist: -0.3; TAAR1 agonist: 7; CHO parental Ca: -4; V1aR counter: 0.8; OXTR potentiate: -7; CHRM1 antagonist: -20; M1 PAM: 1

Results for COc1ccc(/C=C2/CCC(CN3CCOCC3)C2=O)cc1 (stereo not drawn) ?
M1 ag: -3; TAAR1 antagonist: 35; TAAR1 agonist: 9; CHRM1 antagonist: -11; M1 PAM: 7

How did CN(C)c1nc2c(c(=O)[nH]c(=O)n2C)n1Cc1ccc(F)cc1 do in these assays?
M1 ag: 0; TAAR1 antagonist: 13; OXTR agonist: 0.9; TAAR1 agonist: 0; CHO parental Ca: -11; V1aR counter: 0.1; OXTR potentiate: -3; CHRM1 antagonist: -12; M1 PAM: 4

Results for CCCS(=O)(=O)NC(=O)C1(C)CCCN(C(=O)c2ccccc2)C1 (stereo not drawn) ?
M1 ag: -2; TAAR1 antagonist: -4; TAAR1 agonist: 3; CHRM1 antagonist: 2; M1 PAM: 4

Results for CNC(=O)CN1C(=O)c2ccccc2S1(=O)=O ?
M1 ag: 0; TAAR1 antagonist: 10; OXTR agonist: 0.6; TAAR1 agonist: 0; CHO parental Ca: 8; V1aR counter: 0.0; OXTR potentiate: -7; CHRM1 antagonist: -7; M1 PAM: 6

Results for COc1ccccc1N1CCN(C(=S)NC(=O)c2ccc([N+](=O)[O-])cc2)CC1 ?
M1 ag: -5; TAAR1 antagonist: -17; TAAR1 agonist: -3; CHRM1 antagonist: 2; M1 PAM: -1

How did COc1ccc(N2CCN(C(=O)C3CCCN(S(=O)(=O)c4ccc5c(c4)oc(=O)n5C)C3)CC2)cc1 (stereo not drawn) do in these assays?
M1 ag: -1; TAAR1 antagonist: -30; OXTR agonist: -0.5; TAAR1 agonist: 5; CHO parental Ca: -6; V1aR counter: 0.4; OXTR potentiate: -16; CHRM1 antagonist: -18; M1 PAM: 9

Results for COc1ccc(CCNc2oc(COc3ccccc3F)nc2C#N)cc1OC ?
M1 ag: 0; TAAR1 antagonist: 59*; OXTR agonist: 0.3; TAAR1 agonist: 16; CHO parental Ca: -5; V1aR counter: 2.4; OXTR potentiate: -13; CHRM1 antagonist: -15; M1 PAM: -5

How did Cc1ccc(S(=O)(=O)N2CCC[C@H]2C(=O)OCc2nc3ccccc3s2)cc1 do in these assays?
M1 ag: 0; TAAR1 antagonist: -4; TAAR1 agonist: 2; CHRM1 antagonist: -7; M1 PAM: 0

What do the screens show for `COc1ccc(C2=CCCCCC2)c(OC)c1OC`?
M1 ag: -1; TAAR1 antagonist: -10; TAAR1 agonist: 2; CHRM1 antagonist: -4; M1 PAM: 6

Results for CCC1(c2ccccc2)NC(=O)N(CC(=O)Nc2ccc(S(=O)(=O)NC3=NCCCCC3)cc2)C1=O (stereo not drawn) ?
M1 ag: -4; TAAR1 antagonist: -5; OXTR agonist: 1.1; TAAR1 agonist: 3; CHO parental Ca: -16; V1aR counter: 0.1; OXTR potentiate: 0; CHRM1 antagonist: -11; M1 PAM: 12

What do the screens show for `Cc1ccnc(SC2CC(=O)N(c3ccccc3)C2=O)n1` (stereo not drawn)?
M1 ag: 0; TAAR1 antagonist: -6; TAAR1 agonist: 1; CHRM1 antagonist: -18; M1 PAM: 14

Results for O=C(CNC(=O)/C(=C\c1ccccc1)NC(=O)c1ccc(Br)cc1)OCc1ccccc1 ?
M1 ag: -5; TAAR1 antagonist: 24; OXTR agonist: 0.5; TAAR1 agonist: 6; CHO parental Ca: -2; V1aR counter: 1.4; OXTR potentiate: -5; CHRM1 antagonist: -3; M1 PAM: 2

Results for O=C(NN1C(=O)c2ccc3c4c(ccc(c24)C1=O)CC3)c1ccc(Br)cc1 ?
M1 ag: 0; TAAR1 antagonist: -17; OXTR agonist: 3.7; TAAR1 agonist: 1; CHO parental Ca: -14; V1aR counter: 1.3; OXTR potentiate: -10; CHRM1 antagonist: -6; M1 PAM: 3

How did COc1ccc(OC)c(NC(=O)CN(C)CC(=O)Nc2ccccc2Br)c1 do in these assays?
M1 ag: -4; TAAR1 antagonist: -7; OXTR agonist: -1.2; TAAR1 agonist: 2; CHO parental Ca: -10; V1aR counter: -1.1; OXTR potentiate: 1; CHRM1 antagonist: 13; M1 PAM: -4

How did CC(N)c1csc(NC(=O)c2cc(C(C)(C)C)nn2Cc2ccccc2)n1 (stereo not drawn) do in these assays?
M1 ag: -4; TAAR1 antagonist: 6; TAAR1 agonist: 31; CHRM1 antagonist: -2; M1 PAM: 4

What do the screens show for `O=C1Nc2ccccc2OCc2c1cccc2[N+](=O)[O-]`?
M1 ag: -4; TAAR1 antagonist: -15; OXTR agonist: 0.5; TAAR1 agonist: 3; CHO parental Ca: 1; V1aR counter: 1.0; OXTR potentiate: -4; CHRM1 antagonist: -12; M1 PAM: 14

How did [N-]=[N+]=CC(=O)C(O)(c1ccccc1)C(Cl)c1ccccc1 (stereo not drawn) do in these assays?
M1 ag: -7; TAAR1 antagonist: -11; OXTR agonist: -0.9; TAAR1 agonist: -1; CHO parental Ca: -3; V1aR counter: -0.7; OXTR potentiate: -10; CHRM1 antagonist: -20; M1 PAM: 15

Results for O=C(COC(=O)c1cccnc1Nc1cccc(C(F)(F)F)c1)NCc1ccc2c(c1)OCO2 ?
M1 ag: -3; TAAR1 antagonist: 2; OXTR agonist: 0.7; TAAR1 agonist: 11; CHO parental Ca: -3; V1aR counter: -0.6; OXTR potentiate: -3; CHRM1 antagonist: -13; M1 PAM: 8

How did CC(OC(=O)c1ccc(Br)c(S(=O)(=O)N2CCOCC2)c1)C(=O)NC1CCCCC1C (stereo not drawn) do in these assays?
M1 ag: -3; TAAR1 antagonist: -1; OXTR agonist: -0.4; TAAR1 agonist: 5; CHO parental Ca: -19; V1aR counter: 3.6; OXTR potentiate: -8; CHRM1 antagonist: 9; M1 PAM: -5

What do the screens show for `O=C(NC1CC1)c1cc(=S)[nH]c2ccccc12`?
M1 ag: -3; TAAR1 antagonist: 9; OXTR agonist: 0.5; TAAR1 agonist: 3; CHO parental Ca: -9; V1aR counter: 1.4; OXTR potentiate: -4; CHRM1 antagonist: -9; M1 PAM: 3

Results for CC(=O)c1cccc(-c2ccnc3c2CC(C(=O)NC(C)C)O3)c1 (stereo not drawn) ?
M1 ag: -2; TAAR1 antagonist: 0; TAAR1 agonist: 0; CHRM1 antagonist: -10; M1 PAM: 5

How did COc1ccccc1C(CNC(=O)c1cccc(S(=O)(=O)NCc2ccccc2)c1)N(C)C (stereo not drawn) do in these assays?
M1 ag: -2; TAAR1 antagonist: -4; OXTR agonist: 0.8; TAAR1 agonist: 2; CHO parental Ca: 0; V1aR counter: 0.1; OXTR potentiate: -14; CHRM1 antagonist: 50*; M1 PAM: -18

Retrieved by structure from the entries so far (2):
How did CC(N)c1csc(NC(=O)c2cc(C(C)(C)C)nn2Cc2ccccc2)n1 (stereo not drawn) do in these assays?
M1 ag: -4; TAAR1 antagonist: 6; TAAR1 agonist: 31; CHRM1 antagonist: -2; M1 PAM: 4

How did Cc1ccc(S(=O)(=O)N2CCC[C@H]2C(=O)OCc2nc3ccccc3s2)cc1 do in these assays?
M1 ag: 0; TAAR1 antagonist: -4; TAAR1 agonist: 2; CHRM1 antagonist: -7; M1 PAM: 0

Grouped by structure: the entries above with a furan ring, fused or not (2)
What do the screens show for `COc1ccc(C(=O)c2c(-c3ccc(OC)cc3)oc3ccc(-c4cc(OC)c(OC)c(OC)c4)cc23)cc1`?
M1 ag: -3; TAAR1 antagonist: 1; OXTR agonist: 0.6; TAAR1 agonist: 1; CHO parental Ca: -18; V1aR counter: 0.3; OXTR potentiate: -2; CHRM1 antagonist: 13; M1 PAM: -4

What do the screens show for `Cc1cc(C)c(NC(=O)COc2ccccc2C(=O)Nc2ccc3c(c2)oc2ccccc23)c(C)c1`?
M1 ag: -2; TAAR1 antagonist: 5; OXTR agonist: -0.3; TAAR1 agonist: 7; CHO parental Ca: -4; V1aR counter: 0.8; OXTR potentiate: -7; CHRM1 antagonist: -20; M1 PAM: 1
